Luc counter: Counterscreen for Luciferase (Kinase-Glo TM) Inhibition; AID 1379, 2008; Potency, µM (top dose mostly 38.3 µM), without a hit: at the highest dose activity change, negative = inhibition, most hits filed as inhibitors; Kinase-Glo luciferase, ATP luminescence, 8 min; Luciferin 4-monooxygenase (Photuris pensylvanica), Q27757; 0.28% of 200,000 active; also: potency is read from the fitted curve at half-maximal effect; % is scaled to controls: 0 for no effect and ±100 for the full control effect; nearly all actives have a fitted effect of over 60% in size
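Substrate mix (final 50 mM imidazole pH 7.2, 50 mM KCl, 7 mM MgCl2, 10 uM ATP, 0.01% Tween 20, 0.05% BSA) plus pin-tool compound, then Kinase-Glo detection mix; 8 min ambient, luminescence read.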
CBFb RUNX1 block: qHTS Assay for Compounds Blocking the Interaction Between CBF-beta and RUNX1 for the Treatment of Acute Myeloid Leukemia; AlphaScreen CBFb-His/RUNX1-biotin binding, biochemical; AID 1477, 2009; 230,000 tested, under 10 active; Potency, µM (doses to about 59.8 µM), for the others: at the highest dose activity, negative = inhibition, most hits filed as inhibitors; also: % of control where 0% means no effect
Target sequence (Q01196 whole entry, looked up): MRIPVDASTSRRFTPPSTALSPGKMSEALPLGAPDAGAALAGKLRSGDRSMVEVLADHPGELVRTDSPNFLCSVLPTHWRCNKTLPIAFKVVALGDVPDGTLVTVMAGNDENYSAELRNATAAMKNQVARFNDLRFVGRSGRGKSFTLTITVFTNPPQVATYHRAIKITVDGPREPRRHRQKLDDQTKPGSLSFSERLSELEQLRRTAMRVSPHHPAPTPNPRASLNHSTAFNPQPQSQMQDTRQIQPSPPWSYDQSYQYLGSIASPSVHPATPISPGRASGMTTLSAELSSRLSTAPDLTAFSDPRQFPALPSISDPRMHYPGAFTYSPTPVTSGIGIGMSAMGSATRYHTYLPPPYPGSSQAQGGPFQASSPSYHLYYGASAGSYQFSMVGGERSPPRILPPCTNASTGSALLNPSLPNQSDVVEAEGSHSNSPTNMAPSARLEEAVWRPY
Target sequence (Q13951 whole entry, looked up): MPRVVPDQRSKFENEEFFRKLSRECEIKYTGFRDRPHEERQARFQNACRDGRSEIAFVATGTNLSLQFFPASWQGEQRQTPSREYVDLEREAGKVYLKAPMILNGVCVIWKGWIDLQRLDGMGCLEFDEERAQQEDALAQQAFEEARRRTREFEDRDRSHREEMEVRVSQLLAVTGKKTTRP
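CBFb-His/RUNX1-biotin, 30 nM each, preincubated 20 min RT; compound 15 min RT; Ni + streptavidin beads 50 ng each, 90 min RT; AlphaScreen read.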
HTT ATP protect: qHTS Multiplex Assay to Identify Dual Action Probes in a Cell Model of Huntington: Cytoprotection (ATP). Potency, µM (highest dose often 56.4 µM), without a hit: cytoprotection (ATP increase), hits mostly activators. PC12 HTT-Q103 induced, cytoprotection, ATP luminescence, 40 h. 0.14% of 230,000 active;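 also: potency is read from the fitted curve at half-maximal effect; % of control where 0% means no effect; nearly all actives have a fitted effect of over 45% in size; toxic huntingtin expression switched on by the ecdysone agonist tebufenozide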
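ATP quantification (ATPlite) reports survival of PC12 cells in which tebufenozide, 100 nM final, switches on Htt exon 1 with 103 glutamines linked to GFP; compounds are titrated.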
LMNA splice mod: qHTS Assay for Modulators of Lamin A Splicing; Potency, µM (doses to about 46.1 µM), inactives show at the highest dose ratio change, negative = inhibition, most hits filed as inhibitors; 0.01% of 200,000 active; HeLa LMNA splicing GFP/RFP minigene ratio, 48 h; active = well fitted inhibition curve with a large enough effect in the signal ratio, with a control signal flat, not every such curve was filed as active; inconclusive = small, poorly fitted or top-dose-only effect, or effect the other way, or a change in a side signal; the % refers to the signal ratio; also: potency is read from the fitted curve at half-maximal effect; % is scaled to controls: 0 for no effect and ±100 for the full control effect
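Read-out is the ratio of GFP to DsRed2 object intensity, acquired by 488 nm laser-scanning cytometry on HeLa lamin A-EGFP minigene reporter cells. Compound incubation 48 hrs at 37 °C in Opti-MEM with 2% FBS; DMSO 0.5% final.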
HttQ103 aggreg: qHTS Multiplex Assay to Identify Dual Action Probes in a Cell Model of Huntington: Aggregate Formation (GFP). PC12 HttQ103-GFP aggregates, Acumen cytometry, 40 h. Potency, µM (series often up to 46.1 µM), inactives show top-dose activity change, negative = inhibition, actives largely listed as inhibitors. 1.1% of 220,000 active; also: potency is read from the fitted curve at half-maximal effect; % is scaled to controls: 0 for no effect and ±100 for the full control effect; nearly all actives have a fitted effect of over 60% in size
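Steps: seed 1500 PC12 HTTQ103-GFP cells/well; add tebufenozide, 100 nM final; add compound titration; add ATPLite reagent; quantify GFP aggregates by laser scanning cytometry.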
SMN2 splice enh: qHTS Assay for Enhancers of SMN2 Splice Variant Expression; HEK293 SMN2-luciferase splicing reporter, luminescence, 30-36 h; 2.8% of 210,000 active; Potency, µM (series often up to 46.1 µM), inactives show at the top dose activity change, positive = activation, most hits filed as activators; also: potency is read from the fitted curve at half-maximal effect; % of control where 0% means no effect; nearly all actives have a fitted effect of over 55% in size
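HEK293 cells carry an SMN2 […]–luciferase reporter in which exon 7 inclusion puts luciferase in frame. Cells were plated 10-12 h before compound addition, then incubated 30-36 h at 37C. ONE-Glo luminescence was read; sodium butyrate at 4.5 mM final served as control.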
IMPase Li inh: qHTS Assay for Identifying the Cell-Membrane Permeable IMPase Inhibitors: Potentiation with Lithium | CHO-M1 cells, IP1 TR-FRET (IP-One), carbachol + lithium | 0.35% of 210,000 active | Potency, µM (top dose mostly 59.4 µM), for the others: at the highest dose activity, negative = IMPase inhibition, actives largely listed as inhibitors;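 also: IP1 builds up when IMPase is blocked and the TR-FRET signal falls; potency is read from the fitted curve at half-maximal effect; plate controls were basal vehicle for no effect and high inhibitor control for full effect; nearly all actives have a fitted effect of over 50% in size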
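Concentration–response in CHO-M1 cells, lithium-potentiated; 30 min at 37C. IP1 detected by competitive TR-FRET after 10 min lysis at RT. Hill-fitted AC50.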
An asterisk follows results filed as active; [ ] = dose if it differs, or a comment. Unless noted, calls follow the shape of the dose curve; as a rule, active = well fitted curve in the direction sought with a large enough effect; inconclusive = small, poorly fitted or top-dose-only effect, or another doubt; inactive = no such curve, though single readings can be large; an effect the other way counts as inactive or inconclusive. No enrichment for hits. Share with any hit: about 4%.

How did O=C(OCc1cc(=O)n2c(n1)sc1ccccc12)c1cccc(O)c1 do in these assays?
Luc counter: -10%; CBFb RUNX1 block: -5%; HTT ATP protect: 8%[10 µM]; LMNA splice mod: 6%; HttQ103 aggreg: -7%; SMN2 splice enh: 7%; IMPase Li inh: 15%

How did CCOc1ccc(OCc2ccc(C(=O)O)o2)cc1 do in these assays?
Luc counter: -1%; CBFb RUNX1 block: 0%; HTT ATP protect: -11%[10 µM]; LMNA splice mod: -2%; HttQ103 aggreg: -7%; SMN2 splice enh: 0.89µM*; IMPase Li inh: 4%

How did CC(C)(C)c1nc(S(=O)(=O)c2ccc(Cl)cc2)c(N2CCOCC2)o1 do in these assays?
Luc counter: -2%; CBFb RUNX1 block: 20%; HTT ATP protect: -17%; LMNA splice mod: 11%; HttQ103 aggreg: 0%; SMN2 splice enh: -3%; IMPase Li inh: 1%[38.3 µM]

How did Cc1ccc(NC2=CC(=O)OC(C)C2)cc1 (configuration not stated) do in these assays?
Luc counter: 0%; CBFb RUNX1 block: 24%; HTT ATP protect: 6%; LMNA splice mod: -6%; HttQ103 aggreg: -15%; SMN2 splice enh: -22%; IMPase Li inh: 18%[38.3 µM]

How did O=C(NNC(=O)c1cnccn1)c1ccc(Cl)cc1 do in these assays?
CBFb RUNX1 block: -2%; HTT ATP protect: -9%[10 µM]; HttQ103 aggreg: -12%[9.22 µM]

What do the screens show for `Cc1cccc(-c2nnc(-c3ccc(N)cc3)o2)c1`?
Luc counter: -19%; CBFb RUNX1 block: -4%; HTT ATP protect: 22%; LMNA splice mod: -4%; HttQ103 aggreg: -3%; SMN2 splice enh: 4.5µM*; IMPase Li inh: 13µM*

How did CCCCOC(=O)c1ccc(Nc2ncnc3nc[nH]c23)cc1 do in these assays?
Luc counter: 1%; CBFb RUNX1 block: 5%; HTT ATP protect: 9%; LMNA splice mod: -1%; HttQ103 aggreg: 11%; SMN2 splice enh: inconclusive; IMPase Li inh: 2%

Results for CCOC(=O)N1CCN(C(=O)C2CCN(S(=O)(=O)c3ccc(C)cc3)CC2)CC1 ?
Luc counter: 2%; CBFb RUNX1 block: 4%; HTT ATP protect: 3%; LMNA splice mod: -1%; HttQ103 aggreg: 1%; SMN2 splice enh: 1%; IMPase Li inh: 25%[38.3 µM]

What do the screens show for `CCC1CSC(Nc2ccc(C(=O)/C=C/c3ccc(Br)cc3)cc2)=N1` (configuration not stated)?
Luc counter: 3%; CBFb RUNX1 block: -1%; LMNA splice mod: inconclusive; HttQ103 aggreg: 20%; SMN2 splice enh: -84%[inhibitor]; IMPase Li inh: -2%

What do the screens show for `O=C(Nc1ccccc1)C1=C[C@H](c2ccc(C(F)(F)F)cc2)C[C@H](OCc2ccc(CO)cc2)O1`?
CBFb RUNX1 block: 7%; HTT ATP protect: 11%[10 µM]; HttQ103 aggreg: 1%[9.22 µM]

How did O=C(Nc1nnc(C2CC2)s1)c1ccco1 do in these assays?
Luc counter: -9%; CBFb RUNX1 block: 1%; HttQ103 aggreg: 20%; SMN2 splice enh: 30%; IMPase Li inh: 6%

What do the screens show for `C(=C\c1ccncc1)/c1ccccc1`?
CBFb RUNX1 block: -2%; HTT ATP protect: 7%; HttQ103 aggreg: 2%

Copied from the listing, 2 compounds:
How did O=C(OCc1cc(=O)n2c(n1)sc1ccccc12)c1cccc(O)c1 do in these assays?
Luc counter: -10%; CBFb RUNX1 block: -5%; HTT ATP protect: 8%[10 µM]; LMNA splice mod: 6%; HttQ103 aggreg: -7%; SMN2 splice enh: 7%; IMPase Li inh: 15%

How did CCOc1ccc(OCc2ccc(C(=O)O)o2)cc1 do in these assays?
Luc counter: -1%; CBFb RUNX1 block: 0%; HTT ATP protect: -11%[10 µM]; LMNA splice mod: -2%; HttQ103 aggreg: -7%; SMN2 splice enh: 0.89µM*; IMPase Li inh: 4%

The listing continues:
What do the screens show for `Cc1onc(-c2ccccc2Cl)c1C(=O)OCC(=O)Nc1cccc(S(=O)(=O)N2CCOCC2)c1`?
Luc counter: 5%; CBFb RUNX1 block: 0%; HTT ATP protect: -41%; LMNA splice mod: inconclusive; HttQ103 aggreg: 4%[9.22 µM]; SMN2 splice enh: -37%[inhibitor]; IMPase Li inh: 15%

How did Cc1cc(NC(=O)CSc2nnc(NCc3ccccc3)s2)no1 do in these assays?
CBFb RUNX1 block: 5%; HTT ATP protect: -2%[10 µM]; HttQ103 aggreg: -15%[9.22 µM]

What do the screens show for `COc1ccc(-c2nc(C3CCCCC3)no2)cc1OC`?
Luc counter: -8%; CBFb RUNX1 block: 6%; HTT ATP protect: -6%; LMNA splice mod: 4%; HttQ103 aggreg: 8%; SMN2 splice enh: 23%; IMPase Li inh: 20%[38.3 µM]

How did Cc1ccc(OCC(=O)NC(=S)Nc2cccc(NC(=O)c3ccccc3Cl)c2)cc1 do in these assays?
Luc counter: -2%; CBFb RUNX1 block: -3%; HTT ATP protect: -1%[10 µM]; LMNA splice mod: -11%; HttQ103 aggreg: inconclusive; SMN2 splice enh: -9%; IMPase Li inh: -1%

How did N#CCc1nn(-c2ccccc2)c(N)c1C#N do in these assays?
Luc counter: 1%; CBFb RUNX1 block: 9%; HTT ATP protect: 8%[10 µM]; LMNA splice mod: -10%; HttQ103 aggreg: -7%; SMN2 splice enh: -3%; IMPase Li inh: 8%

Results for CCOC(=O)c1ccc(NC(=O)CCC2COc3ccccc3O2)cc1 (configuration not stated) ?
Luc counter: 1%; CBFb RUNX1 block: 1%; HTT ATP protect: 21%; LMNA splice mod: 8%; HttQ103 aggreg: 8%; SMN2 splice enh: 10%; IMPase Li inh: 4%[38.3 µM]

How did CCc1ccccc1NS(=O)(=O)c1cc(C)ccc1OC do in these assays?
Luc counter: 6%; CBFb RUNX1 block: -3%; HTT ATP protect: -18%[0.074 µM]; LMNA splice mod: -9%; HttQ103 aggreg: -6%; SMN2 splice enh: inconclusive; IMPase Li inh: 25%[38.3 µM]

What do the screens show for `O=C(NC(=S)Nc1ccc2oc(=O)ccc2c1)c1ccc(-c2cccc(Cl)c2Cl)o1`?
Luc counter: -8%; CBFb RUNX1 block: -2%; HTT ATP protect: inconclusive; LMNA splice mod: -24%; HttQ103 aggreg: -12%; SMN2 splice enh: inconclusive; IMPase Li inh: -12%

How did CSc1ccccc1NC(=O)c1ccccc1 do in these assays?
Luc counter: -2%; CBFb RUNX1 block: -2%; HTT ATP protect: -78%[inhibitor]; HttQ103 aggreg: 0%; SMN2 splice enh: 17%; IMPase Li inh: -3%

How did Cc1cccc(N(CC(=O)Nc2c(C)n(C)n(-c3ccccc3)c2=O)S(C)(=O)=O)c1C do in these assays?
Luc counter: -2%; CBFb RUNX1 block: 0%; HTT ATP protect: 8%; LMNA splice mod: -9%; HttQ103 aggreg: 19%; SMN2 splice enh: -8%; IMPase Li inh: 18%[38.3 µM]

What do the screens show for `Cc1ccccc1N(CC(=O)Nc1ccccc1C(=O)O)S(C)(=O)=O`?
Luc counter: 0%; CBFb RUNX1 block: -3%; HTT ATP protect: -3%; LMNA splice mod: 1%; HttQ103 aggreg: 4%; SMN2 splice enh: 5%; IMPase Li inh: -7%[38.3 µM]

Results for O=C(O)CCc1ccc(-c2ccc(Cl)cc2)o1 ?
Luc counter: -4%; CBFb RUNX1 block: -1%; HTT ATP protect: 5%; LMNA splice mod: 0%; HttQ103 aggreg: inconclusive; SMN2 splice enh: -3%; IMPase Li inh: 1%[38.3 µM]

What do the screens show for `O=c1c([N+](=O)[O-])c(N2CCCCCC2)c2ccccc2n1-c1ccccc1`?
Luc counter: 7%; CBFb RUNX1 block: 8%; HTT ATP protect: 10%[10 µM]; LMNA splice mod: -10%; HttQ103 aggreg: 18%; SMN2 splice enh: -1%; IMPase Li inh: -2%

How did Cc1ccc(NC(=O)NCc2ccc3[nH]c(C)cc3c2)cc1 do in these assays?
Luc counter: -2%; CBFb RUNX1 block: -12%; HttQ103 aggreg: 17%; SMN2 splice enh: 22µM*; IMPase Li inh: 3%

Results for O=C(O)C1CC(O)CN1S(=O)(=O)c1cccs1 (configuration not stated) ?
Luc counter: -1%; CBFb RUNX1 block: -2%; HTT ATP protect: 20%; LMNA splice mod: 7%; HttQ103 aggreg: -4%; SMN2 splice enh: -11%; IMPase Li inh: 27%[38.3 µM]

Results for Nc1nnc(CC(=O)N/N=C/c2ccc(-c3ccccc3Cl)o2)s1 ?
Luc counter: 1%; CBFb RUNX1 block: -4%; HTT ATP protect: -2%[10 µM]; LMNA splice mod: -16%; HttQ103 aggreg: -3%; SMN2 splice enh: -12%; IMPase Li inh: -5%

How did CS(=O)(=O)N1CCN(c2ncnc3c2cnn3-c2ccccc2)CC1 do in these assays?
Luc counter: 2%; CBFb RUNX1 block: 5%; HTT ATP protect: 10%[10 µM]; LMNA splice mod: inconclusive; HttQ103 aggreg: -8%[9.22 µM]; IMPase Li inh: 2%

What do the screens show for `CCOC(=O)N1CCN(C(=O)C(C)N(c2ccc(Oc3ccccc3)cc2)S(C)(=O)=O)CC1` (configuration not stated)?
Luc counter: -4%; CBFb RUNX1 block: 11%; HTT ATP protect: -6%; LMNA splice mod: inconclusive; HttQ103 aggreg: inconclusive; SMN2 splice enh: -105%[inhibitor]; IMPase Li inh: 23%[38.3 µM]

How did Cc1cccc2c1-c1sc(C(=O)Nc3nccs3)cc1CO2 do in these assays?
Luc counter: -7%; CBFb RUNX1 block: 12%; HTT ATP protect: 2%; LMNA splice mod: 2%; HttQ103 aggreg: 4%; SMN2 splice enh: inconclusive; IMPase Li inh: -23%[38.3 µM]

What do the screens show for `O=c1[nH]c(SCc2ccccc2)nc2ccsc12`?
Luc counter: -2%; CBFb RUNX1 block: 8%; HTT ATP protect: -41%[inhibitor]; LMNA splice mod: -8%[46 µM]; HttQ103 aggreg: 0%; SMN2 splice enh: inconclusive; IMPase Li inh: -6%

Results for CC1S/C(=C(\C#N)C(=O)NCc2ccco2)N(Cc2ccco2)C1=O (configuration not stated) ?
Luc counter: -3%; CBFb RUNX1 block: -5%; HTT ATP protect: -16%[4.97 µM]; LMNA splice mod: 2%; HttQ103 aggreg: -3%; SMN2 splice enh: -2%; IMPase Li inh: -5%[38.3 µM]

Compound activity as filed in PubChem.
